# Bioassay records deposited in PubChem BioAssay by National Center for Advancing Translational Sciences (NCATS).
# aSyn rescue: rescues yeast growth from alpha-synuclein toxicity; Yeast expressing alpha-synuclein, growth rescue, BacTiter-Glo, 24 h; actives 0.14% (n = 370,000); Potency, µM (top dose mostly 46.1 µM), for the others: at the highest dose growth rescue (activation), usual class: activators; further: potency means the concentration at half of the fitted maximal effect; % of control where 0% means no effect; nearly all actives have a fitted effect of over 65% in size
#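 Galactose-induced alpha-syn yeast (OD600=0.02, raffinose-pregrown) + pinned cpd, 24 hr, 30 deg C; growth by BacTiter-Glo luminescence. Growth restoration scores as activation.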
# KB-V1 MDR tox: kills drug-selected multidrug resistant KB-V1 cells | KB-V1 MDR cells viability, CellTiter-Glo, 72 h | actives 3.4% (n = 400,000) | Potency, µM (series often up to 46.1 µM), inactives show top-dose activity change, negative = cytotoxicity, hits mostly cytotoxic; further: potency means the concentration at half of the fitted maximal effect; on the % scale 0 is the no-effect control and ±100 the full control effect; nearly all actives have a fitted effect of over 60% in size
#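 qHTS viability screen in drug-selected KB-V1 MDR cells: 72 h compound treatment at 37 degrees C, ATP luminescence end point.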
# TDP43 rescue: rescues yeast growth from TDP-43 toxicity | actives 1.8% (n = 410,000) | Potency, µM (titrated, usually from 46.1 µM), inactives show at the highest dose growth rescue (activation), actives largely listed as activators | AID 652104 | TDP-43 expressing yeast growth rescue, BacTiter-Glo, 24 h; further: potency means the concentration at half of the fitted maximal effect; % of control where 0% means no effect; nearly all actives have a fitted effect of over 50% in size
#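 In this qHTS, compounds that restore growth of yeast expressing TDP-43 appear as activators. Cells (OD600=0.02, galactose medium, raffinose-pregrown) are incubated with compound 24 hr at 30 deg C and growth is quantified by BacTiter-Glo.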
# GLP-1R inv ag: GLP-1 receptor (human) inverse agonism. AID 624417. P43220. HEK293 GLP-1R CRE-luciferase, luminescence, 24 h; GLP-1R form is constitutively active. actives 1.6% (n = 410,000). Potency, µM (titrated, usually from 38.3 µM), without a hit: at the top dose activity change, negative = inhibition, usual class: inhibitors; further: potency means the concentration at half of the fitted maximal effect; on the % scale 0 is the no-effect control and ±100 the full control effect; nearly all actives have a fitted effect of over 55% in size
# Target sequence (P43220 whole entry, looked up): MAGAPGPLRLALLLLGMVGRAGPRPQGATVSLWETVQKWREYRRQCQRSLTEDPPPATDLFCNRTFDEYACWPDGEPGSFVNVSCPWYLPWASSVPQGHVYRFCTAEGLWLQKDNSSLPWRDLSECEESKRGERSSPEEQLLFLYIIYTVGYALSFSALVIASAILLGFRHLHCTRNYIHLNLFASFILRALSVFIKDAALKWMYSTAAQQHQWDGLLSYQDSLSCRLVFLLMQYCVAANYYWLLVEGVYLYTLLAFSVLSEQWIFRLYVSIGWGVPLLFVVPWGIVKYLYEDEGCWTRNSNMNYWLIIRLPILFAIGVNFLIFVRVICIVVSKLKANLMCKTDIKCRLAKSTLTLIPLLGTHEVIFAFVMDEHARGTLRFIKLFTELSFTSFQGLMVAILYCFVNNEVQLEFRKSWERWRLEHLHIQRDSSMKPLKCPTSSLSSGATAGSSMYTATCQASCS
#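 Stable HEK293 clone (constitutively active GLP-1R + cAMP-response luciferase); 200 cells/uL plated, 12 h pre-culture, compound 24 hr, 37 deg C/5% CO2; detection reagent 12 min RT; luminescence.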
# DRD3 agonist: agonists of human D3 dopamine receptor; D3R DiscoveRx beta-arrestin cells, luminescence, 90 min; P35462; actives 0.58% (n = 410,000); max activation, %; in the data active means max activation above about 30%; further: 0% is about no effect; mostly tested at two doses, the higher about 12 µM
#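 Cells at 1500/well, incubated overnight, then treated with pinned compounds (dopamine as control) for 90 min at 37 degrees C. DiscoveRx reagent added for 30 - 60 minutes at room temperature; luminescence read.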
# PTHR1 agonist: activates the human parathyroid hormone receptor PTHR1. HEK293 GP2 PTHR1 cells, GloSensor cAMP luminescence, 1 h. AID 743266. Potency, µM (doses to about 115 µM), for inactives: top-dose activation, most hits filed as activators. actives 0.075% (n = 410,000). Q03431; further: potency means the concentration at half of the fitted maximal effect; nearly all actives have a fitted effect of over 55% in size; some results filed as inactive show a strong effect at the top dose; inactives centre near -15; many of its hits are not listed in these tables
# Target sequence (Q03431 whole entry, looked up): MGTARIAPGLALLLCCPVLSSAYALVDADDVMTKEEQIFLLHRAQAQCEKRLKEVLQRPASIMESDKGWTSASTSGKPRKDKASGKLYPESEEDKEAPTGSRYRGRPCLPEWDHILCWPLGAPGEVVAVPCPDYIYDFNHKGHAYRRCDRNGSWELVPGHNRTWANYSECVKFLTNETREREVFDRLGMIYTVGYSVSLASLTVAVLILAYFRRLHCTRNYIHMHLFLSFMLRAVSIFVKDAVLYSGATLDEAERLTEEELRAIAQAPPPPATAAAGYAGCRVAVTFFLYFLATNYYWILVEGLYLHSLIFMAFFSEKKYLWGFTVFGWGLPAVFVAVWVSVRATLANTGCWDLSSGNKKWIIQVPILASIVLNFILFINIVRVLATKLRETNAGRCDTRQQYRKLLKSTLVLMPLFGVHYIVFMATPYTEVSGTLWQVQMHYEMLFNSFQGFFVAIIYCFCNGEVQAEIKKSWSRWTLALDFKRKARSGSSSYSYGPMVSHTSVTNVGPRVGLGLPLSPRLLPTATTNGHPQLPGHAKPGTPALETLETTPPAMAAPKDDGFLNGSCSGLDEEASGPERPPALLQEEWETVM
#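 HEK-293-derived GP2 cells expressing PTHR1 and a GloSensor cAMP reporter, 3,000/well, plated overnight, given luciferin plus IBMX (each 0.5 mM as added) for 1 h at 37 °C, then compound for 1 h at 37 °C. Luminescence was read after 15 min at room temperature.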
# GLP1R cytotox: cytotoxic in the GLP-1 receptor inverse agonist counter-screen; HEK293 cAMP-luciferase reporter cells, luminescence, 24 h; Potency, µM (highest dose often 38.3 µM), without a hit: at the top dose activity change, negative = inhibition, usual class: inhibitors; actives 0.13% (n = 410,000); AID 624418;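 further: loss of luciferase light is scored as toxicity; potency means the concentration at half of the fitted maximal effect; on the % scale 0 is the no-effect control and ±100 the full control effect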
#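 Here, cytotoxicity is scored as loss of luminescence. The MLSMR collection was tested on cells seeded in medium containing 10% Nu serum, with a 24 hr compound exposure preceded by 12 hours of culture.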
# GLP-1R agonist: activates the human GLP-1 receptor. AID 624172. P43220. actives 0.007% (n = 380,000). Potency, µM (highest dose often 45.6 µM), for the others: at the highest dose activation, most hits filed as activators. HEK293 GLP-1R CRE-luciferase, luminescence, 4-6 h; cells express a hypersensitive GLP-1R form; further: potency means the concentration at half of the fitted maximal effect; % of control where 0% means no effect
# DRD3 antagonist: blocks the human D3 dopamine receptor. D3R cells, DiscoveRx beta-arrestin luminescence, antagonist mode; active compounds read low. max response, negative = inhibition, %. AID 652054. actives 2.5% (n = 360,000); in the data active means max response below about -50%; inconclusive means no clear call, values can overlap the other calls; further: on the % scale 0 is the no-effect control and ±100 the full control effect; mostly tested at two doses, the higher about 12 µM
#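 Cells expressing the human receptor were seeded at 1500 cells/well, incubated overnight at 37 degrees C in 5% CO2, then exposed to library compounds with dopamine controls for 90 minutes at 37 degrees C before luminescent detection.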
# * marks the source's active call; other numbers are inactive results; i = inactive; ? = inconclusive; · = not tested or not shown; & = joins results of further samples; [ ] = another dose, or the depositor's remark. Unless noted, the call rests on the fitted dose curve; in most records, active means well fitted curve in the direction sought with a large enough effect; inconclusive means small, poorly fitted or top-dose-only effect, or another doubt; inactive means no such curve, though single readings can be large; an effect the other way counts as inactive or inconclusive. Not all compounds are listed; the hit share may differ from the screen's.
smiles	aSyn rescue	KB-V1 MDR tox	TDP43 rescue	GLP-1R inv ag	DRD3 agonist	PTHR1 agonist	GLP1R cytotox	GLP-1R agonist	DRD3 antagonist
CCCCCCN1C[C@@H](n2cc(COC(=O)c3ccccc3)nn2)[C@H](O)C[C@@H]1c1ccc(C)cc1	4%	?	0%	2%	3	-88%[inhibitor]	-13%	14%	9
CCNC(=S)N(CCc1ccc(S(N)(=O)=O)cc1)C1CC(=O)N(c2ccccc2)C1=O (stereo unspecified)	-5%	-27%	-14%	?	-8	i	-1%	13%	-7
O=C(CSc1nc(=O)n2cc(Cl)ccc2n1)Nc1ccc2c(c1)OCO2	-7%	?	10%	14%	8	i	3%	11%	8
N#Cc1cn(CC(=O)NCC2CCCO2)c2ccccc12 (stereo unspecified)	1%	19%	-17%	2%	1	-6%[57.5 µM]	7%	-12%	4
COC(=O)C1CCN(CC(=O)Nc2ccccc2Sc2ccccc2)CC1	0%	-15%	-15%[9.22 µM]	-29%	-9	-22%	-8%	21%	-24
Cn1c(CN2CCN(CCO)CC2)c(C#N)c2ccccc21	0%	8%	-14%	?	0	i	-6%	16%	3
O=C(COC(=O)c1cccc(S(=O)(=O)N2CCCC2)c1)Nc1ccccc1	-5%	4%	-1%	-11%	0	14%	-6%	6%	-17
Cc1c(C(=O)NCc2ccc3c(c2)OCO3)sc(=O)n1Cc1cccc(F)c1	1%	?	?	-13%	2	-34%[inhibitor]	-9%	5%	-3
CCOc1ccc(C2C(C(=O)c3ccco3)=C(O)C(=O)N2CCN2CCOCC2)cc1 (stereo unspecified)	3%	?	-4%	14%	4	-11%	-15%	-5%	4
Cn1c(N)c(C(=O)COC(=O)c2cccc(S(=O)(=O)N3CCCCC3)c2)c(=O)n(C)c1=O	4%	1%	4%	20%	3	-7%	4%	18%	-2
CC(C)NC(=O)COC(=O)/C=C/c1ccc(F)cc1	-3%	-9%	16%	14%	-2	-1%	15%	10%	8
CN(CCc1ccccc1)C(=O)c1[nH]c(C(F)(F)F)nc1-c1ccccc1	-8%	-1%	0%	-6%	1	-15%	5%	-1%	-21
O=C(CN1C(=O)c2cccc3cccc1c23)Nc1ccc2c(c1)OCO2	3%	?	0%	-19%	2	-25%[57.5 µM]	-4%	6%	-10
COCCCNC(=O)C[C@H]1C[C@H](C(=O)N2CCOCC2)[C@@]2(C)c3[nH]c4cc(-c5ccco5)ccc4c3CCN2C1=O	1%	-6%	2%	5%	35*	i	-6%	11%	5
CCOC(=O)c1cc(CC)sc1NC(=O)COC	0%	?	-3%	47%[activator]	-3	i	8%	12%	59
O=C(COC(=O)c1ccc([N+](=O)[O-])o1)Nc1nc2ccccc2s1	-5%	5%	-30%[inhibitor]	18%	3	-1%	-7%	1%	-18
COc1ccccc1N1CCN(C(=O)Nc2ccc(F)c(Cl)c2)CC1	13%	?	15%	?	0	-8%	6%	11%	3
COc1ccc(S(=O)(=O)N2CCC(C(=O)NCc3ccccn3)CC2)cc1OC	0%	0%	-11%	-2%	11	-21%	12%	0%	9
O=C(O)C(Cc1c[nH]c2ccccc12)NS(=O)(=O)c1ccc(F)cc1 (stereo unspecified)	-3%	?	-1%	5%	0	i	2%	5%	4
CCN1CCN(C(=O)c2ccc(Cl)c(S(=O)(=O)N3CCCCCC3)c2)CC1	6%	?	18%	-16%	1	i	-5%	15%	1
CCOC(=O)[C@@H](NC(=O)/C=C/[C@H]1O[C@@H](n2cc(C)c(=O)[nH]c2=O)C[C@@H]1O)C(C)C	1%	3%	-4%	3%	3	?	2%	-1%	3
Cc1cccc(Nc2c3c(nc4nncn24)CCC3)c1C	·	·	?	-2%	-7	-68%[inhibitor]	10%	·	·
Cc1cc(=O)oc2cc(OCC(=O)NC3CCN(Cc4ccccc4)CC3)ccc12	-1%	7%	-10%	14%	-15	-20%	-29%	3%	-3
Cc1ccc(C)c(N2CCN(C(=O)CS(=O)(=O)c3cccc4nsnc34)CC2)c1	-13%	-30%	24%	-25%	4	i	0%	5%	·
Cc1nc2nc(CNC(=O)c3cccc(F)c3)nn2c(C)c1CCC(=O)Nc1ccc(F)cc1	·	0%	33%	15%	2	-21%	-11%	·	·
Cc1ccc2oc(C(=O)N3CCC(O)(c4ccccc4)CC3)c(C)c2c1	8%	19%	?	?	14	-9%	5%	27%	11
CCC(C(=O)NCc1ccco1)n1nc(C)c2c(C)n(-c3ccccc3)nc2c1=O (stereo unspecified)	-10%	-1%	-10%	1%	-1	-42%[inhibitor]	5%	-5%	-9
CCOC(=O)N1CCN(C(=O)CC(C(=O)N2CCc3ccccc32)n2ccnc2)CC1 (stereo unspecified)	1%	7%	-8%	2%	24	20%[57.5 µM]	1%	8%	14
CC(=O)Nc1ccc(C(=O)CSc2nc3ccc(C)cc3[nH]2)cc1	-5%	-21%	9%	4%	-3	-19%	-10%	3%	-14
O=C(NCC(=O)N1CCN(c2ccccc2O)CC1)c1ccc2ccccc2c1	4%	0%	-9%	-119%	0	-9%	-4%	-2%	14
COc1ccc2c(c1)c(N=O)c(O)n2C	5%	-4%	19%	3%	4	i	-11%	15%	3
Cc1ccccc1C(=O)Nc1ccc(OCc2cc(=O)n3ccccc3n2)cc1	·	·	11%	-12%	-17	i	-1%	·	·
COc1ccc(/C=N/NC(=O)Cn2cnc3c2c(=O)n(C)c(=O)n3C)cc1	-7%	2%	-20%[1.82 µM]	11%	-14	-2%	3%	21%	0
CCOC(=O)N1CCC(N2CCN(S(=O)(=O)c3ccc(OC)cc3)CC2)CC1	1%	-12%	·	8%	11	i	0%	-2%	12
O=C(NCCC1=CCCCC1)c1ccc2c(c1)N(Cc1cccc(Cl)c1)C(=O)c1ccccc1S2(=O)=O	·	·	-9%	?	-17	-14%	4%	·	·
COc1cc(/C=N/NC(=O)CCN2CCN(c3ccccc3)CC2)cc(OC)c1OC	1%	-16%	-12%	60%[activator]	-15	-5%	24%	17%	?
COC(=O)C[C@H]1C[C@H]2c3cc(NS(=O)(=O)c4cccc(OC)c4)ccc3O[C@H]2[C@@H](CO)O1	-6%	1%	23%	6%	-3	-21%	-19%	11%	5
CC1C(=O)Nc2ccc(S(=O)(=O)N3CCN(c4cccc(C(F)(F)F)c4)CC3)cc2NC1=O (stereo unspecified)	-10%	?	4%	-12%	-1	-12%	?	-2%	29
COc1ccc(-c2ccc(C(=O)NCCN(C)C)c3occc23)c(C)c1	-2%	4%	9%	?	-14	i	25%	-7%	?
CCCCN(C(=O)c1cc(-c2ccncc2)nc2ccccc12)c1c(N)n(CC(C)C)c(=O)[nH]c1=O	0%	27%	12%	8%	1	i	4%	1%	1
COc1ccc(N2CCN(CCCNC(=O)c3sc4ncccc4c3-n3cccc3)CC2)cc1	·	-4%	15%[9.22 µM]	?	27	i	0%	·	·
Cc1ccc(-n2c(SCC(N)=O)nc3c(oc4ccccc43)c2=O)cc1	-1%	-9%&0%	-19%&16%	-22%&-28%	-5&9	-5%&-9%	-24%&-5%	10%	5
CCCCc1ccc(NC(=O)N[C@@H](CC(C)C)C(=O)O)cc1	0%	-1%	10%	-19%	3	i	-15%	0%	10
Cc1cccnc1C1=NOC(Cc2ccccc2)C(=O)N1C (stereo unspecified)	5%	-7%	21%	14%	6	i	2%	-5%	13
CC1CCCCC1NC(=O)NC(=O)COC(=O)C1=NN(c2ccccc2)C(=O)CC1 (stereo unspecified)	3%	?	11%	6%	2	-12%	4%	-3%	22
Cc1ccc(C2=NN(S(C)(=O)=O)C(c3cccs3)C2)cc1 (stereo unspecified)	10%	?	-3%	2%	-8	-4%[57.5 µM]	-4%	2%	3
COc1ccc2c(c1)C(=O)[C@@H](O)[C@H](c1ccc(OC)c(Br)c1)O2	2%	-16%	?	?	-14	i	1%	-2%	-10
Nc1sc(-c2ccccc2)cc1-c1n[nH]c(=S)n1C1CCCCC1	-1%	-7%	-11%[1.82 µM]	?	5	i	?	5%	4
Cc1ccc(S(=O)(=O)N2CCN(C(=O)CN3C(=O)c4ccc([N+](=O)[O-])cc4C3=O)CC2)c(C)c1	-1%	21%	-14%	6%	0	-6%	-1%	-7%	9
O=C(Nc1ncc2c(n1)-c1ccccc1CC2)C1CC1	-6%	-9%	-9%[9.22 µM]	-13%[7.66 µM]	-6	i	-2%[7.66 µM]	5%	-21
Nc1c(C(=O)NCc2ccccc2)nnn1Cc1ccc(F)cc1	-4%	14%	14%	-8%	1	i	1%	-2%	-11
Cc1nc(NC(=O)C2CC2)sc1C(=O)Nc1ccccc1Cl	-4%	?	25%	2%	1	-10%	1%	1%	-2
O=C(NCc1ccco1)C1CCN(C(=O)N2CCOc3ccc(Cl)cc32)CC1	·	10%	15%	-11%	-2	1%	-7%	·	·
O=C(O)C1=C[C@H](c2ccc(F)cc2)C[C@H](OCCCCO)O1	-7%	-21%	-22%	19%	-11	22%	4%	-4%	-29
COc1ccccc1OCCNC(=O)CCNS(=O)(=O)c1ccc(C)cc1	0%	-16%	-3%	11%	-1	-1%	-6%	5%	20
COc1ccc(CN2CCNC(=O)C2CC(=O)NC2CCCCCCC2)cc1C (stereo unspecified)	2%	26%	3%	-8%	-3	i	4%	-2%	0
